# Source: PubChem BioAssay
# AmpC det inh: Promiscuous and Specific Inhibitors of AmpC Beta-Lactamase (assay with detergent). P00811. purified AmpC, nitrocefin hydrolysis with detergent. Potency, µM (titrated, usually from 28.7 µM), without a hit: top-dose activity change, negative = inhibition. 0.09% of 71,000 active; active means well fitted curve in the direction sought with a large enough effect
# Target sequence (P00811 whole entry, looked up): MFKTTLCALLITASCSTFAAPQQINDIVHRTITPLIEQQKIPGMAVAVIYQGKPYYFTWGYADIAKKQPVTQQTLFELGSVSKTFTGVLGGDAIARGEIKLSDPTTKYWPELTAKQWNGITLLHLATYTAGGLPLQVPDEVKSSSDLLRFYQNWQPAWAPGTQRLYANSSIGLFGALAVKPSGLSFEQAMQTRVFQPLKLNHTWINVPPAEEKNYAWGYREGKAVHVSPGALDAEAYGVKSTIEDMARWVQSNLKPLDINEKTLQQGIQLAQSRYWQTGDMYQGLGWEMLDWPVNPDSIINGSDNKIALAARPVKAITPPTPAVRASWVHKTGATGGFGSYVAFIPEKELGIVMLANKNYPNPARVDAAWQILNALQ
#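 E. coli AmpC (5.3 nM) in 20 mM phosphate pH 7.0 with 0.01% Triton X-100, preincubated 15 min RT with compound; nitrocefin (2 uL of 800 uM stock) hydrolysis followed by 480 nm absorbance every 20 s over 4 min.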
# * = called active by the depositor; & = joins results of further samples; [ ] = dose if it differs, or a comment. On the % scale 0 is the no-effect control and ±100 the full control effect; potency means the concentration at half of the fitted maximal effect. These rows are one share of the data; the hit share may differ from the screen's.
SMILES,AmpC det inh
CN(C)S(=O)(=O)c1ccc(C(=O)NCc2cccs2)cc1,-3%
O=C(O)CS(=O)(=O)c1ccc(Oc2ccc(S(=O)(=O)CC(=O)O)cc2)cc1,-5%
COCCNC(=O)C(c1ccc(C)o1)N(CC1CCCO1)C(=O)Cn1nnc2ccccc21 (stereo unspecified),6%
Cc1csc(SCC(=O)Nc2cccc3nsnc23)n1,-4%
CCCC1(C(=O)O)NC(c2ccc(OC)cc2O)C2C(=O)N(c3ccc(OC)cc3)C(=O)C21 (stereo unspecified),14%
COC(=O)c1nc(NC(=O)c2ccc(Cl)cc2)n[nH]1,2%
CN(C(=O)c1c(Cl)nc2sccn12)C1CCCCC1,-1%
N#Cc1c(NC(=O)CN2CCN(S(=O)(=O)c3ccc4c(c3)OCCO4)CC2)sc2c1CCC2,2%
Cc1cc(NC(=O)c2cc(-c3cccs3)nc3ccccc23)no1,5%
CC1CCN(c2c(NCc3ccc(C(=O)NCc4cccnc4)cc3)c(=O)c2=O)CC1,4%
CCOC(=O)C1CCCN(c2cc(C)nc3cc(-c4ccc(F)cc4)nn23)C1 (stereo unspecified),-9%
CC1(C)Cc2ccccc2C(=NCCCC(=O)O)N1,4%
CS(=O)(=O)Nc1ccc(C(=O)NCCC2=CCCCC2)cc1,-3%
CCOC(=O)C1=C(c2ccccc2)NC(=O)NC1c1ccc(OCC#N)c(OC)c1 (stereo unspecified),2%
COc1ccc(-c2sccc2C(C)C(=O)O)cc1 (stereo unspecified),-2%
CCNc1ncc2nc(CCc3ccccc3)c(=O)n(-c3ccc(OC)cc3)c2n1,-2%
COc1cc(OC)c(NS(=O)(=O)c2coc(C(N)=O)c2)cc1Cl,-3%
O=C(NCc1ccco1)c1ccccc1Br,-6%
COc1cc2c(cc1OC)/C(=C/C(=O)N1CCOCC1)NC(C)(C)C2,-1%
COc1ccc(S(=O)(=O)n2c(CCN3CCOCC3)nc3ccccc32)cc1,-1%

# Of the compounds above, 2 have a cyano group:
SMILES,AmpC det inh
N#Cc1c(NC(=O)CN2CCN(S(=O)(=O)c3ccc4c(c3)OCCO4)CC2)sc2c1CCC2,2%
CCOC(=O)C1=C(c2ccccc2)NC(=O)NC1c1ccc(OCC#N)c(OC)c1 (stereo unspecified),2%

# The listing picks up; the 2 compounds before the break are reprinted first.
SMILES,AmpC det inh
COc1cc2c(cc1OC)/C(=C/C(=O)N1CCOCC1)NC(C)(C)C2,-1%
COc1ccc(S(=O)(=O)n2c(CCN3CCOCC3)nc3ccccc32)cc1,-1%
CCCCOC(=O)n1c(=O)oc2cc(S(=O)(=O)N3CCCCC3)ccc21,-5%
CCn1c(=O)c(C(C)=O)nc2ccccc21,9%
COc1ccccc1-n1cnc(N)c1C(C)=O,-2%
CC(C)(C)OC(=O)N1CCCC1C(=O)O (stereo unspecified),-4%
COC(=O)c1ccc(CSc2nc3c(c(=O)n2-c2ccc(Br)cc2)SCC3)o1,-2%
COc1ccccc1Cc1noc(COc2cccc(C)c2C)n1,-8%
O=C(NC1CCCCC1)c1cccc(S(=O)(=O)N2CCOCC2)c1,-4%
CCC(=O)c1cc2c(cc1NC(=O)c1cccs1)OCCO2,7%
O=S(=O)(O)c1ccc(NN(c2c(O)ccc3ccccc23)S(=O)(=O)O)cc1,-3%[5.75 µM]
O=S(=O)(c1cccs1)N1CCCc2ccccc21,9%
COCc1[nH]nc2c1C(c1ccsc1)C(C#N)=C(N)O2 (stereo unspecified),-2%
Cc1c(C)n(CC(O)CN2CCCCCC2)c2ccccc12 (stereo unspecified),-1%
C[C@H]1CCC[C@H](O)CCCCCc2cc(O)cc(O)c2C(=O)O1,-6%&12%
CC(=O)c1ccc(NC(=O)CN2C(=O)COc3ccc(Cl)cc32)cc1,10%
C=C1N2CCC(CC2)C1(O)c1ccccc1C (stereo unspecified),-1%
CCCCCCCCCCC/C=C\C(C)(C)/C=C\CCCC(=O)O,-4%
CN1CCN(c2nc3c(c(=O)[nH]c(=O)n3C)n2CCSc2ncccn2)CC1,8%
Cc1ccc(SCc2[nH]nc3c2C(c2ccco2)C(C#N)=C(N)O3)cc1 (stereo unspecified),-1%
COC(=O)C1=C(C)N(C)C(C)=C(C(=O)OC)C1c1ccccn1,4%
CCOc1ccc(-c2n[nH]c(C)c2Oc2ccc(OC)cc2)c(O)c1,0%
Cc1c(NC(=O)Nc2ccc(Cl)cc2)c(=O)n(-c2ccccc2)n1C,7%
O=C(c1cccc(F)c1)N1CCC[C@@]2(CCN(c3ncccn3)C2)C1,2%
CCOC(=O)c1c(N)sc2c(OC)c(Br)ccc12,4%
CC(C)(C[C@@]1(C)NC(=O)NC1=O)OCc1ccccc1,-1%[5.75 µM]
CCOc1ccc(C(=O)CCN2CCCCCC2)cc1,2%
C#CCN[C@@H](C)Cc1ccccc1,-1%
Cc1nn(C)c(C)c1S(=O)(=O)N(CC(=O)NCCCOC(C)C)c1ccc(C(C)C)cc1,-2%
C=CCN1CC[C@]23c4c5ccc(O)c4O[C@@H]2/C(=N/NC(=O)c2ccccc2)CC[C@@]3(O)[C@H]1C5,-3%
COc1ccccc1-c1ccc(=O)n(CC(=O)NC(C)(C)C)n1,12%
C=CCn1c(COc2ccc(F)cc2)nnc1SCC(=O)NC(=O)NCc1ccco1,-3%
Cc1ccc(S(=O)(=O)NCc2ccco2)cc1C,6%
CC(C)(CO)Cc1cc(C(C)(C)C)c(O)c(C(C)(C)C)c1,-5%&-5%
CC(C)N(Cc1nc(-c2ccc(Cl)cc2)no1)C(=O)c1cccs1,-1%
CCOC(=O)c1c(N)ssc1=S,1%
O=C1C2C3C=CC([C@@H]2C(=O)N1c1nccs1)C31CC1 (stereo partly specified),14%
O=C(Nc1cccc(-c2cn3ccsc3n2)c1)c1ccccc1,22%
Cc1ccc(CNC(=O)c2cc3c(-c4ccc(Cl)cc4)nn(C)c3s2)o1,16%
O=C1CCCc2nc(NCc3ccco3)ncc21,-1%
O=C(COc1ccc(Cl)cc1)Nc1nnc(-c2ccc3c(c2)CCCC3)o1,11%
N#Cc1c(NC(=O)CSc2nnnn2C2CCCCC2)sc2c1CCCC2,13%
CCOc1ccc(C(=O)Cc2ccc3oc(C(=O)O)cc3c2)c(O)c1,7%
COc1ccc2c(Cl)c(-c3nnc4n3CCCCC4)sc2c1,-2%
Cc1cc(C(=O)OCC(=O)Nc2cc(C)on2)c2ccccc2n1,-2%
CC1CC(C)CN(c2ncnc3c2cnn3Cc2ccc(Cl)cc2)C1 (stereo unspecified),-4%
Cc1noc(NS(=O)(=O)c2ccc(NC(=O)CSc3ncccn3)cc2)c1C,3%
O=C(NCCN1CCN(C(=O)c2cc3ccccc3oc2=O)CC1)c1cc2ccccc2oc1=O,-3%
CCOC(=O)c1oc2ccc(S(=O)(=O)N3CCOCC3)cc2c1C,-3%
CC1CC(C)CN(C(=O)CSc2nnc(-c3ccc(F)cc3)o2)C1 (stereo unspecified),-2%
O=C(NCc1ccc2c(c1)OCO2)C1CC(=O)N(C2CCCCCC2)C1 (stereo unspecified),0%
CC(C)[C@H](Sc1nc(N)nc2nc[nH]c12)C(=O)O,-2%[5.75 µM]
COc1cc(C(=O)NCc2cn3ccccc3n2)cc(OC)c1OC,-2%
c1ccc(CNc2cc(-c3cccnc3)ncn2)cc1,11%
O=C(c1ccc2c(c1)OCCCO2)c1cccs1,-3%
CC(=O)c1c(C)[nH]c(C(=O)N2CCCCCC2)c1C,-1%
CSc1nc(C)c2c(n1)OC(CN1C(=O)c3ccccc3C1=O)C2 (stereo unspecified),8%
COC(=O)C1=C(C)N(CCc2ccc(OC)cc2)C(=O)C1,-5%
O=C(NCc1ccco1)Nc1ccc2snnc2c1,-4%
Cn1cccc1C(=O)N1CCC2(CCN(Cc3ccncc3)CC2)CC1,-4%
CC(C)CCNC(=O)c1cnn2c(C(F)(F)F)cc(-c3ccco3)nc12,-2%
CC(=O)c1cccc(OCC(O)CN2CC=C(c3ccccc3)CC2)c1 (stereo unspecified),-4%
# More results follow:
SMILES,AmpC det inh
CCOc1ccc(CCNC(=O)C2CCN(C(=O)N(C)C)CC2)cc1OCC,1%
CN1CCN(C(=O)c2sc(=S)n(-c3ccccc3)c2N)CC1,2%
O=C1c2ccccc2C(=O)N1CCc1nc(-c2cccnc2)no1,-3%
Cc1cccc(-n2c(SCC(=O)Nc3nonc3C)nnc2-c2ccoc2C)c1,6%
CCc1sc(C(=O)NC2CCN(C)CC2)cc1Br,-1%
Cc1c(C)c2cc(Cl)c(OCc3nn[nH]n3)cc2oc1=O,9%
Cc1ccc(-n2nc3c(c2NC(=O)c2ccc4c(c2)OCO4)CS(=O)C3)cc1 (stereo unspecified),-1%
CN(C)CCCN1c2ccccc2Sc2cnccc21,-2%[5.75 µM]
CN1CCC2(CC1)CCN(C(=O)c1ccncc1)CC2,-2%
Cc1cccc2cc(C(c3nnnn3C3CCCC3)N3CCOCC3)c(=O)[nH]c12 (stereo unspecified),-1%
O=C(CSc1nnc(C2COc3ccccc3O2)o1)N1CCCCC1 (stereo unspecified),1%
c1ccc(-c2cc(N3CCOCC3)nc(-c3ccccc3)n2)cc1,6%
N#C/C(=C\c1ccc(O)c(O)c1)C(=O)OCCc1cccs1,-2%
Cc1cc(C)nc(SCCc2cccc[n+]2C)n1,-3%[5.75 µM]
CCOC(=O)c1oc2ccccc2c1NC(=O)COC,18%
CC(C)c1[nH]nc2c1C(c1cccc(OC(=O)N3CCOCC3)c1)C(C#N)=C(N)O2 (stereo unspecified),-3%
CC(C)=CCSc1nnc([C@@H](N)Cc2c[nH]c3ccccc23)o1,-2%
C#C[C@H](N)CCC(=O)O,0%
COC(=O)Cn1c(=NC(=O)CSCC(=O)NC2CCCCC2)sc2cc(OC)ccc21,-6%
O=C(c1ccccc1)N1CCN(C2CC(=O)N(CCc3ccccc3)C2=O)CC1 (stereo unspecified),6%

# Some of these compounds in order of heavy-atom count, ascending.
SMILES,AmpC det inh
O=C(c1ccc2c(c1)OCCCO2)c1cccs1,-3%
CN(C)CCCN1c2ccccc2Sc2cnccc21,-2%[5.75 µM]
COC(=O)C1=C(C)N(CCc2ccc(OC)cc2)C(=O)C1,-5%
CCOc1ccc(C(=O)Cc2ccc3oc(C(=O)O)cc3c2)c(O)c1,7%

# Following part.
SMILES,AmpC det inh
CCCCOc1ccc(C(=O)CCN2CCCCC2)cc1,-4%[12.8 µM]
CCOC(=O)c1c(C)nc2ccccn12,1%
COc1ccc2[nH]c(=O)c(CN(C(=O)c3ccccn3)c3ccccc3)cc2c1,1%
CCCc1cc(C(N)=O)c(NC(=O)c2cc(C)on2)s1,0%
C=CCN1C(=O)/C(=C2/Sc3ccccc3N2C)SC1=Nc1c(C)n[nH]c1C,-1%
O=C1CC(c2ccccc2)C(C(=O)O)N1 (stereo unspecified),12%
COc1cc(C2C(C(=O)c3ccc(C)o3)=C(O)C(=O)N2c2cc(C)on2)ccc1O (stereo unspecified),-6%
CCOC(=O)C(C(=O)OCC)[C@@H]1CS(=O)(=O)C[C@H]1C(C(=O)OCC)C(=O)OCC,11%
CCOc1ccccc1NC(=O)CSc1nnc(-c2cnccn2)n1CC,8%
CC(=O)c1cc2c(cc1NC(=O)CN1CCN(c3cccc(C(F)(F)F)c3)CC1)OCO2,8%
O=C(NCc1ccccc1)N(Cc1cc2cc3c(cc2[nH]c1=O)OCO3)CC1CCCO1 (stereo unspecified),11%
CCOC(=O)C1=C(O)/C(=C/N(C)C)N=C1C,6%
COc1ccccc1NC(=O)Cc1csc(N)n1,5%
Cc1ccc(C)c(/C(O)=C2/C(=O)C(=O)N(CCN3CCOCC3)C2c2ccc(C)o2)c1 (stereo unspecified),-3%
CCC1CC(C)(C(=O)Nc2ccc(S(N)(=O)=O)cc2)OC1=O (stereo unspecified),-1%
COC(=O)C1CCN(C(=O)C23CCC(C)(C(=O)O2)C3(C)C)CC1 (stereo unspecified),-5%
CCOC(=O)C1CCCN(S(=O)(=O)c2c(C)c(C)cc(C)c2C)C1 (stereo unspecified),-5%
CCN(c1ccc(OC)cc1)S(=O)(=O)c1ccc2c(c1)CCN2C(=O)CCC(=O)O,-1%
CCOc1ccccc1C(=O)N1CCCCC1C (stereo unspecified),-2%
CCCc1nc(SCC(=O)N2CCc3ccccc32)c2c(=O)n(C)c(=O)n(C)c2n1,12%

# Retrieved one by one from the list above, 6 records:
SMILES,AmpC det inh
O=C1C2C3C=CC([C@@H]2C(=O)N1c1nccs1)C31CC1 (stereo partly specified),14%
COC(=O)c1ccc(CSc2nc3c(c(=O)n2-c2ccc(Br)cc2)SCC3)o1,-2%
Cc1csc(SCC(=O)Nc2cccc3nsnc23)n1,-4%
CC(C)=CCSc1nnc([C@@H](N)Cc2c[nH]c3ccccc23)o1,-2%
O=C(c1ccccc1)N1CCN(C2CC(=O)N(CCc3ccccc3)C2=O)CC1 (stereo unspecified),6%
O=S(=O)(c1cccs1)N1CCCc2ccccc21,9%

# (further entries)
SMILES,AmpC det inh
Cc1ccc(-c2ccc(=O)n(CC(=O)NCCCN3CCCCC3C)n2)cc1 (stereo unspecified),-4%
CC1CCN(Cc2nc3c(c(=O)n(C)c(=O)n3C)n2CCCc2ccccc2)CC1,-1%
CCOC(=O)C1CCN(C(=O)c2cccc(NC(=O)C(CC)CC)c2)CC1,-2%
O=S(=O)(NC1CCCC1)c1ccc(S(=O)(=O)N2CCc3ccccc32)cc1,10%
CN(C)Cc1cn(CCC(=O)O)c2ccccc12,0%
CC(=O)Nc1ccc(Oc2cc(C#N)c(C#N)cc2N2CCCCCC2)cc1,-3%
